FLuc modulator: firefly luciferase modulation, counter-screen for miR-21 project | Potency, µM (top dose mostly 57.5 µM), for the others: top-dose activity change, negative = inhibition, most hits filed as inhibitors | purified FLuc, Km substrates, luminescence inhibition | P08659 | AID 588342 | 6.9% of 360,000 active;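 also: potency is read from the fitted curve at half-maximal effect; plate controls were vehicle for no effect and reference inhibitor for full effect; nearly all actives have a fitted effect of over 55% in size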
Target sequence (P08659 whole entry, looked up): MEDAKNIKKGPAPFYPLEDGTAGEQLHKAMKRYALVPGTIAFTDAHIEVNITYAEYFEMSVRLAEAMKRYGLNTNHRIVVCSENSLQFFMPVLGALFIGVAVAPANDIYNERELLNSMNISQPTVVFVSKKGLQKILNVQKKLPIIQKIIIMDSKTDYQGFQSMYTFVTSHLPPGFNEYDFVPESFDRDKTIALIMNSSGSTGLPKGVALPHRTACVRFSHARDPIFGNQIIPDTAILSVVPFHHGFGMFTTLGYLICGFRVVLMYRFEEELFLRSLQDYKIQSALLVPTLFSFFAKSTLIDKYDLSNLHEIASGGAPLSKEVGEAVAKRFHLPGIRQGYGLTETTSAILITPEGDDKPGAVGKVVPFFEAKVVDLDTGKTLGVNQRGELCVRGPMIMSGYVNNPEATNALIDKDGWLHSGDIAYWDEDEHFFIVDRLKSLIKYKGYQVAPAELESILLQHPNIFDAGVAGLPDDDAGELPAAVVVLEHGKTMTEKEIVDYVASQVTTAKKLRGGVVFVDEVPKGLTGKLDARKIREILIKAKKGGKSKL
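Biochemical qHTS of compounds, final roughly 60 µM downward over six points, against 10 nM purified firefly luciferase using Km concentrations of substrates (10 uM D-luciferin, 10 uM ATP) in Tris acetate pH 7.5 buffer; luminescence output.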
ELG1 genotoxic: inducers of genotoxicity in HEK293T ELG1-luciferase cells. HEK293T ELG1-luciferase reporter, luminescence, 16 h. Potency, µM (doses to about 46 µM), for inactives: top-dose activity change, positive = activation, most hits filed as activators. 1.3% of 330,000 active. AID 504466; also: potency is read from the fitted curve at half-maximal effect; % of control where 0% means no effect; nearly all actives have a fitted effect of over 60% in size
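Genotoxicity was scored as increased ELG1-luciferase reporter signal, measured by ONE-Glo luminescence (30 min, room temperature). Compound or vehicle exposure of the HEK293T reporter cells lasted 16 hr at 37°C.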
p53 reactivator: restores transcriptional activity of mutant p53; H1299 p53-A138V BP100-luciferase reporter, luminescence, 24 h; 0.063% of 320,000 active; Potency, µM (doses to about 92.2 µM), without a hit: at the top dose activity change, positive = activation, usual class: activators; AID 504706; also: potency is read from the fitted curve at half-maximal effect; % of control where 0% means no effect; nearly all actives have a fitted effect of over 45% in size
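H1299 (p53-null), stable ts p53-A138V + BP100-Luc; 1000 cells/well, Opti-MEM/10% FBS; cpd 4 pt, 1:5; 24 h, 37 deg C, 5% CO2; detection reagent 10 min RT; luminescence.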
NPC1 promoter act: activators of NPC1 promoter; AID 485313; Huh7 NPC1 promoter luciferase reporter, 24 h; 2.4% of 320,000 active; Potency, µM (series often up to 9.22 µM), without a hit: top-dose activation, actives largely listed as activators;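 also: potency is read from the fitted curve at half-maximal effect; % of control where 0% means no effect; nearly all actives have a fitted effect of over 60% in size; reporter is driven by a mutant NPC1 promoter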
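Luciferase expression driven by the NPC1 promoter was measured in stably transfected Huh7 cells after a 24 h compound incubation, using a luciferase reagent and a luminescence read.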
Rab9 promoter act: Rab9 promoter activation; Potency, µM (doses to about 9.22 µM), for inactives: top-dose activation, negative = inhibition, hits mostly activators; 2.8% of 320,000 active; Huh7 Rab9 promoter-luciferase reporter, luminescence, 24 h; also: potency is read from the fitted curve at half-maximal effect; % of control where 0% means no effect; nearly all actives have a fitted effect of over 60% in size
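Using Huh7 cells stably transfected with Rab9 promoter–luciferase, compounds were incubated 24 h at 37 °C, 5% CO2; luciferase luminescence was read 10 min after reagent addition.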
RORg inh: blocks mouse ROR gamma transcriptional activity. P51450. Drosophila S2 Gal4-RORgamma UAS-luciferase reporter, 20 h. Potency, µM (doses to about 53.6 µM), inactives show at the top dose activity change, negative = inhibition, hits mostly inhibitors. 5.4% of 310,000 active. AID 2551; also: potency is read from the fitted curve at half-maximal effect; % is scaled to controls: 0 for no effect and ±100 for the full control effect; nearly all actives have a fitted effect of over 60% in size
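ROR gamma transcriptional activity was tracked as Gal4-UAS luciferase output in stably transfected Drosophila Schneider cells, with compound added 1 hr before 700 uM copper sulfate induction and a 20 hr ambient-temperature incubation.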
TRPV1 agonist: agonists of human vanilloid receptor 1 (TRPV1); Q8NER1; TRPV1-expressing cells, Fluo-8 calcium influx, agonist mode; activation, % at 8.33 µM; 0.19% of 320,000 active; AID 540275; in the data active = activation above about 80%; inconclusive = between about 30% and that limit; also: 0% is about no effect
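TRPV1-expressing cells were cultured overnight at 35.5C and loaded with Fluo-8 calcium dye for 40 to 90 min at room temperature. After a 10 s baseline, compound was added and calcium influx was read kinetically for 3 min (ex 480/em 520 nm).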
ELG1 repair inh: ELG1-dependent DNA repair inhibition; HEK293T ELG1-luciferase reporter, luminescence, 16 h; DNA damage induced by 5-fluorouridine; Potency, µM (doses to about 46.1 µM), for the others: at the highest dose activity change, negative = inhibition, actives largely listed as inhibitors; 2.3% of 330,000 active; AID 504467; also: potency is read from the fitted curve at half-maximal effect; % is scaled to controls: 0 for no effect and ±100 for the full control effect; nearly all actives have a fitted effect of over 55% in size
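5-Fluorouridine DNA damage + compound/DMSO, 2,000 cells/well, 16 h, 37 °C/5% CO2. ONE-Glo, 30 min RT, luminescence. Readout = decrease in reporter signal.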
Tb PFK inh: inhibitors of T. brucei phosphofructokinase; O15648; T. brucei PFK, ADP-Glo luminescence; Potency, µM (doses to about 57.5 µM), for the others: at the highest dose activity, negative = inhibition, usual class: inhibitors; 0.17% of 330,000 active; AID 485367;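 also: potency is read from the fitted curve at half-maximal effect; 0% = uninhibited 1x PFK enzyme wells and -100% = no-enzyme wells; nearly all actives have a fitted effect of over 60% in size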
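1.25 nM PFK with 0.5 mM F6P and 0.1 mM ATP in 0.1 M TEA pH 8.0, 5 mM MgCl2, incubated 45 min at room temperature; ADP measured by ADP-Glo luminescence; compounds titrated up to 57 uM.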
BRCA1 expr act: activators of BRCA1 expression. MCF7-BRCA1-FFLuc reporter, luminescence, 48 h; response scale: scaled: vehicle 0%, 10 µM genistein 100%. Potency, µM (titrated, usually from 46.1 µM), for inactives: at the highest dose activation, actives largely listed as activators. 1.1% of 380,000 active; also: potency is read from the fitted curve at half-maximal effect; nearly all actives have a fitted effect of over 80% in size; some results filed as inactive show a strong effect at the top dose
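Cells: MCF7-BRCA1-FFLuc, 2000/well. Exposure: 48 h, 37 °C, 5% CO2. Read: luminescence, 15 min post-substrate. Controls: genistein 10 microM (maximal activation), DMSO (neutral).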
Gal4-VP16 FLuc: Gal4-VP16 reporter inhibition counter-screen. Drosophila S2 Gal4-VP16 UAS-luciferase, luminescence, 20 h. Potency, µM (highest dose often 53.6 µM), inactives show at the highest dose activity, negative = inhibition, most hits filed as inhibitors. 3.5% of 310,000 active;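 also: Gal4-VP16 expression switched on by copper sulfate through the metallothionein promoter; potency is read from the fitted curve at half-maximal effect; % is scaled to controls: 0 for no effect and ±100 for the full control effect; nearly all actives have a fitted effect of over 50% in size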
Starred values were filed as active, the others as inactive; u = inconclusive; x = not tested or not shown; ! = not confirmed by another sample. Unless noted, calls follow the shape of the dose curve; as a rule, active = well fitted curve in the direction sought with a large enough effect; inconclusive = small, poorly fitted or top-dose-only effect, or another doubt; inactive = no such curve, though single readings can be large; an effect the other way counts as inactive or inconclusive.

Field names – A = FLuc modulator; B = ELG1 genotoxic; C = p53 reactivator; D = NPC1 promoter act; E = Rab9 promoter act; F = RORg inh; G = TRPV1 agonist; H = ELG1 repair inh; I = Tb PFK inh; J = BRCA1 expr act; K = Gal4-VP16 FLuc
Cc1cccc(NC(=S)c2nc3ccccc3s2)c1
  A: 3.01µM* | B: u | C: u | D: u | E: u | F: 1.12µM* | G: 1.4 | H: u | I: 0.3% | J: -8.0% | K: 5.01µM*
CC(NC(=O)c1ccco1)C(c1cccs1)N1CCN(c2ccccc2F)CC1 (configuration not stated)
  A: 7.1% | B: -5.1% | C: -16.6% | D: -4.1% | E: 1.4% | F: 17.9% | G: -8.8 | H: u | I: 2.2% | J: -29.7% | K: -7.8%
Cc1nnc(NC(=O)C2CCN(S(=O)(=O)c3ccc(Cl)cc3)CC2)s1
  A: -0.6% | B: 0.1% | C: -1.1% | D: -11.6% | E: 0.0% | F: 0.3% | G: -7.9 | H: -11.6% | I: -4.2% | J: 0.2% | K: -3.1%
CSCC(=O)N1CCCC(CNC(=O)c2ccc(-c3ccccc3)cc2)C1 (configuration not stated)
  A: 21.3µM* | B: -6.4% | C: -2.0% | D: 2.3% | E: -2.1% | F: 19.5% | G: -3.3 | H: u | I: -5.1% | J: 0.0% | K: -5.4%
CC(C)(C)c1ccc(-c2c(C(=O)O)c(C(=O)O)c3n2CSC3)cc1
  A: -9.0% | B: 0.1% | C: 5.2% | D: 2.0% | E: -14.6% | F: 14.7% | G: -4.4 | H: 8.6% | I: -16.6% | J: 29.0% | K: 0.4%
CC(C)(CNCc1ccccc1)NS(=O)(=O)c1ccccc1
  A: x | B: -0.3% | C: -2.4% | D: x | E: x | F: x | G: x | H: 24.7% | I: 0.9% | J: -11.4% | K: x
CCCCCOc1ccc(C(=O)NC(C(=O)O)C(C)C)cc1 (configuration not stated)
  A: -2.8% | B: 2.7% | C: -1.9% | D: -0.3% | E: -4.2% | F: -38.0% | G: -1.6 | H: 15.8% | I: 6.8% | J: 14.2% | K: 5.4%
CCOC(=O)c1ccc(Cn2cnc3ccccc3c2=O)cc1
  A: 2.1% | B: 18.5% | C: u | D: -2.3% | E: -1.4% | F: -3.3% | G: 2.0 | H: 27.8% | I: -1.6% | J: 22.4% | K: 8.6%
CCN(C(=O)COC(=O)c1c(C)nn(-c2ccccc2)c1Cl)c1c(N)n(Cc2ccccc2)c(=O)[nH]c1=O
  A: -0.7% | B: -0.6% | C: -1.4% | D: -0.9% | E: -2.0% | F: x | G: -2.7 | H: -6.3% | I: -5.2% | J: -21.7% | K: x
COc1ccccc1CNC(=O)CSc1nnc2c(Cl)cc(C(F)(F)F)cn12
  A: 4.9% | B: 0.3% | C: -0.8% | D: -1.4% | E: -4.0% | F: 21.7% | G: -2.6 | H: 8.5% | I: 2.6% | J: -6.7% | K: 0.3%
CSc1ncc(Cl)c(C(=O)Nc2ccc(S(=O)(=O)Nc3nccc(C)n3)cc2)n1
  A: 10.7µM*! | B: 6.51µM* | C: u | D: 1.78µM* | E: 1.41µM* | F: -38.8% | G: 0.6 | H: u | I: 0.0% | J: -39.3% | K: -26.7%
O=C(COC(=O)c1ccc(NS(=O)(=O)c2ccc3c(c2)OCCO3)cc1)NC1CC1
  A: -0.7% | B: -1.2% | C: 5.7% | D: -1.8% | E: -7.6% | F: -10.7% | G: -2.3 | H: -3.5% | I: -1.1% | J: -2.4% | K: -2.0%
O=C(c1ccc(S(=O)(=O)Nc2ccccc2)cc1)N1CCCC(C(F)(F)F)C1 (configuration not stated)
  A: 2.1% | B: 0.0% | C: 6.4% | D: -0.2% | E: -0.6% | F: u | G: 7.3 | H: -4.2% | I: -3.2% | J: -29.2% | K: -11.4%
CCCCn1[nH]c(-c2ccccc2)cc1=O
  A: u | B: -0.2% | C: 28.8% | D: 6.8% | E: 3.6% | F: -14.1% | G: -3.0 | H: -8.6% | I: -2.3% | J: -16.0% | K: -4.6%
CCCNC(=O)C(Cc1ccc(C(F)(F)F)cc1)NC(=O)c1ccc(C#N)cc1 (configuration not stated)
  A: 2.0% | B: 1.4% | C: 10.7% | D: 1.7% | E: -4.9% | F: x | G: u | H: -0.2% | I: -1.0% | J: -15.5% | K: x
Cc1cc(C)c(C#N)c(N2CCCC(C(N)=O)C2)n1 (configuration not stated)
  A: -0.1% | B: 1.2% | C: 25.7% | D: -3.0% | E: -0.6% | F: -21.6% | G: -4.4 | H: 4.4% | I: 4.8% | J: 15.9% | K: -0.2%
Cc1cc(C)cc(N=C2NC(=O)/C(=C/c3cccs3)S2)c1
  A: -18.7% | B: 3.2% | C: 25.3% | D: 0.8% | E: -2.5% | F: u | G: 13.3 | H: 1.3% | I: -1.2% | J: -23.9% | K: 15.8µM*
O=c1c2ccccc2nc(COc2ccccc2)n1/N=C/c1c[nH]c2ccccc12
  A: -3.8% | B: -0.3% | C: 4.5% | D: -0.6% | E: 0.9% | F: u | G: -1.8 | H: 2.31µM* | I: 3.7% | J: 1.9% | K: -2.1%
COC(=O)[C@H](CC(C)C)NC(=O)Cn1cnc2c(NCc3ccccc3)ncnc21
  A: x | B: 7.1% | C: -5.5% | D: x | E: x | F: x | G: x | H: 7.3% | I: -2.3% | J: 3.9% | K: x
O=C(Nc1ccccc1C(=O)NCc1ccc(Cl)cc1)c1ccco1
  A: -0.1% | B: -13.1% | C: -6.7% | D: 1.9% | E: 2.5% | F: 14.8% | G: 2.2 | H: u | I: -9.8% | J: -51.5% | K: -1.9%

Compounds above that have an NH in an aromatic ring, in the order listed:
Field names – A = FLuc modulator; B = ELG1 genotoxic; C = p53 reactivator; D = NPC1 promoter act; E = Rab9 promoter act; F = RORg inh; G = TRPV1 agonist; H = ELG1 repair inh; I = Tb PFK inh; J = BRCA1 expr act; K = Gal4-VP16 FLuc
CCN(C(=O)COC(=O)c1c(C)nn(-c2ccccc2)c1Cl)c1c(N)n(Cc2ccccc2)c(=O)[nH]c1=O
  A: -0.7% | B: -0.6% | C: -1.4% | D: -0.9% | E: -2.0% | F: x | G: -2.7 | H: -6.3% | I: -5.2% | J: -21.7% | K: x
CCCCn1[nH]c(-c2ccccc2)cc1=O
  A: u | B: -0.2% | C: 28.8% | D: 6.8% | E: 3.6% | F: -14.1% | G: -3.0 | H: -8.6% | I: -2.3% | J: -16.0% | K: -4.6%
O=c1c2ccccc2nc(COc2ccccc2)n1/N=C/c1c[nH]c2ccccc12
  A: -3.8% | B: -0.3% | C: 4.5% | D: -0.6% | E: 0.9% | F: u | G: -1.8 | H: 2.31µM* | I: 3.7% | J: 1.9% | K: -2.1%
